Screening data as filed in PubChem BioAssay.
Rat MKP-3 inhibitors: MKP-3 phosphatase inhibitors, primary screen, biochemical, rat enzyme, in vitro (AID 425); inhibition, % at 20 µM; hits with a dose series show IC50 in µM; 0.17% of 110,000 active; recombinant MKP-3 phosphatase activity, fluorescence; higher % means a stronger effect; Dual specificity protein phosphatase 6 (Rattus norvegicus); in the data active means inhibition above about 50%;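 further: plate controls were vehicle for no effect and reference inhibitor for full effect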
Hsp70 inhibitors: Hsp70 inhibitors, probe displacement, primary screen, biochemical, fluorescence polarization (AID 583); 0.06% of 140,000 active; Hsp70 fluorescence polarization probe displacement, mP; higher % means a stronger effect; Heat shock 70 kDa protein 1A (Homo sapiens); one-dose displacement, % at 20 µM; IC50 in µM for titrated hits; in the data active means displacement above about 50%;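 further: plate controls were vehicle for no effect and reference ligand for full effect; a part of the inactive calls stands beside numbers as strong as those of hits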
* hit, by the source's call; nt = no result given; & = joins results of further samples. Not all compounds are listed. The share of hits here may be higher or lower than overall.

SMILES | Rat MKP-3 inhibitors | Hsp70 inhibitors
O=C(O)c1ccc(/C=N/N2CCN(Cc3ccc(Cl)cc3)CC2)cc1 | 1% | 1.0%
N/C(Cc1ccc([N+](=O)[O-])cc1)=N\OC(=O)COc1ccc(Br)cc1 | 4% | 0.3%
COc1ccc(C(C)(C#N)CC#N)cc1 (stereo not drawn) | -1% | -2.6%
COCCn1c(SC(C)C(=O)Nc2ncc(Cl)cc2Cl)nc2ccccc21 (stereo not drawn) | nt | 4.1%
CC(C)Oc1ccc(C(=O)NC(C)(C)CO)cc1 | nt | -6.3%
CCN1CCn2c3c(c4cc(Br)ccc42)CCCC31 (stereo not drawn) | -6%&-1%&0% | -1.3%&-0.9%&1.7%
CCOC(=O)C1=C(c2ccccc2)Nc2nc(C)nn2C1c1cccc(OC)c1OC (stereo not drawn) | -5% | -1.3%
CC(C)C[C@H](NC(=O)NCCc1ccc(Cl)cc1)C(=O)O | -9% | -3.5%
CC(C)CNC(=O)NC(=O)COc1c(F)c(F)cc(F)c1F | nt | 1.4%
O=C(O)c1ccc(-n2nc(C(F)(F)F)c3c2-c2ccoc2CC3)cc1 | -8% | 6.2%
CN1CCN(C(=O)C(C(=O)c2ccc(F)cc2)n2ccccc2=O)CC1 (stereo not drawn) | nt | 2.0%
CC(C)(C)C(=O)Nc1ccc(N2CCCC2)cc1 | nt | 3.2%
CC(C)(C)NC(=S)NC12CC3CC(CC(C3)C1)C2 | 3% | 0.4%
CN(C)N1C(=O)c2ccc3c4c(ccc(c24)C1=O)CC3 | 4% | 0.5%
Cc1cc2c(s1)c1cnn(Cc3ccccc3F)c(=O)c1n2C | -2% | 0.1%
Cc1cc(NC(=O)CSc2nc(C(C)C)nc3ccccc23)no1 | nt | -2.0%
CC1CCN(C2=NC(=O)/C(=C/c3cccc4ccccc34)S2)CC1 | 0% | 2.7%
CN1CCOCCOCCN(C)C(=O)N2CCOCCOCCN(CCOCC2)C1=O | -2% | -2.7%&4.5%
COc1ccc(/C=N/n2c(C)nnc2C)c(OC)c1OC | -9%&1% | 5.0%&-2.2%
CCN1CCN(C(=O)CN(c2cc(OC)ccc2OC)S(C)(=O)=O)CC1 | -15% | -1.1%
CC(Cc1ccccc1)NC(=O)C1COc2ccccc2O1 (stereo not drawn) | 11% | 3.8%
O=C(CSc1nc2sc3c(c2c(=O)n1-c1ccc(Cl)cc1)CCCC3)c1ccccc1 | 5% | 1.7%
Cc1ccc(-c2nnc(SCc3nc4ccccc4[nH]3)n2Cc2ccco2)cc1 | nt | -1.8%
O=C(NC(Cc1ccccc1)C(=O)OCC(=O)N1CCc2ccccc21)c1ccco1 (stereo not drawn) | nt | -0.4%
CC(=O)NC12CC3(C)CC(C)(C1)CC(NC(C)=O)(C3)C2 | -1% | 1.6%

The list goes on; it opens with the 2 that closed the last part.
SMILES | Rat MKP-3 inhibitors | Hsp70 inhibitors
O=C(NC(Cc1ccccc1)C(=O)OCC(=O)N1CCc2ccccc21)c1ccco1 (stereo not drawn) | nt | -0.4%
CC(=O)NC12CC3(C)CC(C)(C1)CC(NC(C)=O)(C3)C2 | -1% | 1.6%
Cc1cccc(NC(=O)COc2ccccc2)n1 | -3% | 4.6%
Cn1c(Cc2ccc3c(c2)OCO3)nnc1SCC(=O)N1CCc2ccccc2C1 | -7% | 8.5%
COc1ccc(-c2nnc(N(C)C(=O)C3CCOC3)s2)cc1 (stereo not drawn) | nt | 3.1%
CCc1ccc(NC(=O)C2COc3ccccc3O2)cc1 (stereo not drawn) | 2% | -0.9%
COC(=O)Cn1c(CCS(=O)(=O)c2ccc(C)cc2)nc2ccccc21 | -8% | -3.8%
O=C(Cn1cnc2c(nnn2-c2ccccc2)c1=O)NCCc1ccccc1 | 4% | 2.5%
COCc1c(C(=O)OC)nnn1-c1ccccc1 | nt | -3.7%
O=S(=O)(NCC(c1cccnc1)N1CCN(c2ccc(F)cc2)CC1)c1cc(F)ccc1F (stereo not drawn) | nt | 2.4%
CCOC(=O)C(=CNc1cccc(C)c1C)C(=O)OCC | 0% | 2.3%
O=C(c1c(Cl)ccc(F)c1F)N1CCN(c2ccc(Cl)cc2[N+](=O)[O-])CC1 | 1% | -6.1%
Cc1ccc(NC(=O)c2cc(-c3cccc(O)c3)on2)cc1C | -10% | -6.0%
CNc1ccc(Cl)cc1C(O)c1ccccc1 (stereo not drawn) | 1% | 1.5%
O=C(/C=C(/O)c1ccccc1)C(=O)Nc1ccc(Br)cc1 | -1% | -2.4%
CC1CCN(C(=O)C(Cc2ccccc2)NS(=O)(=O)c2ccc3c(c2)oc(=O)n3C)CC1 (stereo not drawn) | -7% | -4.1%
CC1(C)N([O-])C(c2ccccc2)=C[N+](=O)C1(C)C | -19% | 3.0%
O=c1[nH]c2ccccc2cc1-c1noc(-c2cccnc2)n1 | -10% | -7.0%
O=C(Nc1cc([N+](=O)[O-])ccc1F)c1ccccc1Br | 0% | 2.1%
Cc1ccc(S(=O)(=O)NCc2nc3ccccc3[nH]2)cc1 | -2% | 3.1%
Nn1c(SCC(=O)Nc2ccc(F)c(F)c2)nnc1C1CCCCC1 | -5% | -2.4%
Clc1ccc(-c2ccc(SCc3ccccn3)nn2)cc1 | nt | 1.2%
Cc1sc2ncnc(NCCCO)c2c1C | -8% | 1.7%
CCOc1ccc(C(=S)N2CCOCC2)cc1OC | nt | 4.9%
COc1ccccc1CC(=O)N1CCc2ccccc21 | 4% | 1.7%
CCN(CC)C(=O)c1ccc(CN(c2ccc(OC)cc2)S(=O)(=O)c2ccccc2)cc1 | 4% | 0.5%
Cc1ccc(-n2nc(C)c3c(C)c(CCC(=O)NCc4ccco4)c(C)nc32)cc1 | -8% | -0.7%

The results go on.
SMILES | Rat MKP-3 inhibitors | Hsp70 inhibitors
O=C1CC(C(F)(F)C(F)(F)C(F)(F)F)=Nc2ccccc2N1 | nt | 0.5%
O=C1CSC(c2cn(-c3ccccc3)nc2-c2cc3ccccc3o2)N1Cc1ccccc1 (stereo not drawn) | nt | -0.1%
COCC(=O)N1CCCc2ccccc21 | -7% | 1.6%
CSc1nc(C)nc2c1c(=O)n(C)c(=O)n2C | -4% | 1.0%
O=C(N1CCOCC1)N1CCN(S(=O)(=O)N2CCOCC2)CC1 | 3% | 5.7%
CCOC(=O)c1[nH]cnc1C(=O)O | -13% | -1.3%
Cc1cc(C(C)(C)C)cc(C)c1CC1=NCCN1 | -2% | 3.9%
COCCNC(=O)c1cn(C)c(=O)c2cc(OC)c(OC)cc12 | -1% | 0.2%
C(=N\N=C(\c1ccccc1)C12CN3CN(CN(C3)C1)C2)/c1cccnc1 | 1% | 4.8%
CCN1C(=O)C(NC(C)=O)c2cc(OC)ccc21 (stereo not drawn) | 7% | 7.8%
Cn1c(C(=O)N2CCN(c3nc4ccccc4s3)CC2)cc2sccc21 | -4% | 0.4%
Cc1ccc2oc(C(=O)NCc3ccccc3)c(C)c2c1 | 2% | -0.5%
CCn1c(=O)n(CCOC)c(=O)c2c3c(sc21)CCCC3 | -7% | -1.2%
CC1(C)CC(NS(=O)(=O)c2ccc3ccccc3c2)CC(C)(C)N1 | 2% | 4.7%
Cn1c(O)c(C=NC2CCCC2)c(=O)n(C)c1=O | 3% | -2.9%
O=C(Oc1ccc(Cl)cc1)N1CCCCC1 | -8% | -0.1%
Cc1c(C(=O)OC(C)C)nnn1-c1nonc1N | nt | 0.1%
O=C(CSc1nc2cc3c(cc2c(=O)n1CCC1=CCCCC1)OCO3)NCc1ccco1 | -7% | -6.2%
CC(C)(C)C(=O)CC1(O)C(=O)N(Cc2ccc(Cl)cc2)c2ccccc21 (stereo not drawn) | nt | 1.0%
COC(=O)c1c(C)[nH]c(C(C)=O)c1C | 7% | -4.5%
COc1ccccc1NC(=O)c1ccc(S(=O)(=O)N2CCCC2)cc1 | -4% | 3.5%
CCOC(=O)c1c(CN2CCN(C)CC2)oc2ccc(OC)cc12 | -1% | 5.5%
CCCOc1ccc(-c2nc(N)n[nH]2)cc1 | 6% | nt
Cc1cccc(C(=O)O/N=C2/CC3CCC2(C)C3(C)C)c1 (stereo not drawn) | nt | 2.5%
COc1ccc(C2=NN(C(=O)c3cccc([N+](=O)[O-])c3)C(c3cccc([N+](=O)[O-])c3)C2)cc1 (stereo not drawn) | -1% | -0.3%

(further entries)
SMILES | Rat MKP-3 inhibitors | Hsp70 inhibitors
CC(=O)NCCOc1cccc2ccccc12 | -13% | 0.6%
N#C/C(=C1\CCCN1)c1nc(-c2ccccc2)cs1 | -14% | -6.2%
Cc1ccc(S(=O)(=O)N2CCC(=O)C(C)C2)cc1 (stereo not drawn) | -7% | -7.6%
C=CCNc1nc(N(c2ccccc2)c2ccccc2)nc(-n2ccnc2)n1 | 0% | -1.8%
O=S(=O)(NCc1ccco1)c1ccc(Cl)cc1Cl | 1% | -0.9%
Cc1cccn2c(=O)c3cc(C#N)c(=NC(=O)c4ccc5c(c4)OCO5)n(CC(C)C)c3nc12 | -5% | 7.0%
CCOC(=O)C(CC)Sc1nnc2n1C(C)(C)Cc1ccccc1-2 (stereo not drawn) | -5% | -2.2%
COc1ccc(OC)c(NC(=S)NC(=O)c2ccc(Cl)cc2)c1 | 5% | 2.2%
Cc1ccc2nc(NC(=O)Cn3cc4c(n3)CCCCC4)sc2c1 | -6% | 1.0%
CC(=O)N1CCN(Cc2ccccc2)CC1 | 0% | 4.5%
Clc1ccc(/C=N/Nc2nnc(Cl)c3ccccc23)cc1 | nt | -7.2%
O=c1c2ccccc2oc2nc(-c3ccco3)n(Cc3ccccc3)c(=O)c12 | 4% | -4.3%
CCc1cccc(C)c1NC(=O)CSc1nc2ccccc2[nH]1 | 0% | -0.7%
Cc1ccc(Cn2nc(C)c(NC(=O)c3cc(-c4ccco4)on3)c2C)cc1 | 0% | 5.0%
O=C(NCC1COc2ccccc2O1)C1CCC(CNc2c(N3CCCCC3)c(=O)c2=O)CC1 (stereo not drawn) | -1% | -1.5%
O=C(CC1CCCC1)Nc1nnc(C2CC2)s1 | -9% | -0.3%
CC1=C(C(=O)Nc2ccc(Cl)cc2)C(c2cccc([N+](=O)[O-])c2)NC(=S)N1 (stereo not drawn) | -4% | -2.3%
COC(=O)c1ccccc1NC(=O)C1CC(=O)N(c2ccc(Br)cc2)C1 (stereo not drawn) | 0% | 0.7%
Cc1ccc(Nc2nc3c(s2)CCC3)c(C)c1 | nt | 0.1%
O=C(NCc1ccc2c(c1)OCO2)C1CCC(CNc2c(N3CCCC3)c(=O)c2=O)CC1 (stereo not drawn) | 4% | 0.5%
CC(C)CCCC(C)CCOC(=O)CN1CCOCC1 (stereo not drawn) | 3% | -1.3%
O=C(CN(c1cccc([N+](=O)[O-])c1)S(=O)(=O)c1ccccc1)NCCSc1ccccc1 | 2% | 3.1%
O=C(NCc1ccncc1)c1cccc(Br)c1 | 0% | 3.4%
CCCN(CCO)Cc1ccc(Cl)c(Cl)c1 | -4% | 7.5%
N/C(=N\OS(=O)(=O)c1ccccc1)c1ccncc1 | nt | 1.4%

Fetched by compound from the list above:
SMILES | Rat MKP-3 inhibitors | Hsp70 inhibitors
Cc1ccc(Nc2nc3c(s2)CCC3)c(C)c1 | nt | 0.1%
COC(=O)c1ccccc1NC(=O)C1CC(=O)N(c2ccc(Br)cc2)C1 (stereo not drawn) | 0% | 0.7%

Next part:
SMILES | Rat MKP-3 inhibitors | Hsp70 inhibitors
O=C(NCC1CCCO1)C1CCC(=O)N1CCc1ccccc1 (stereo not drawn) | 5% | 4.0%
CCOc1ccccc1NC(=O)COn1nnc2ccc(Cl)cc21 | nt | 1.0%
O=C(COc1ccc(Cl)cc1)N1CCN(C(=O)c2cccc(F)c2)CC1 | -1%&-1% | -1.1%
Cc1ccc(-c2nc3sccn3c2NC(=O)c2ccc(Cl)cc2)cc1 | 3% | -2.2%
COc1ccc2[nH]c3c(N4CC(C)OC(C)C4)ncnc3c2c1 (stereo not drawn) | nt | -0.6%
O=C(Nc1nc(-c2ccccc2)ns1)c1cccs1 | -8% | 1.4%
CC(=O)N(Cc1cc2c(C)cc(C)cc2[nH]c1=O)C1CCCCC1 | -11% | 1.0%
CCCNC(=O)CC1C(=O)N(Cc2ccccc2)C(C)c2nc3ccccc3n21 (stereo not drawn) | nt | -1.3%
CCN(CC)C(=O)Cn1cnc2ccccc2c1=O | 1% | 5.6%
O=C(C1CCN(C2CC(=O)N(Cc3ccccc3)C2=O)CC1)N1CCCCCC1 (stereo not drawn) | -7% | 7.5%
COc1ccccc1CNC(=O)CN(C)CC(=O)Nc1cccc(F)c1 | 0% | -1.7%
COc1ccc(C2/C(=C(\O)c3ccc(C)cc3)C(=O)C(=O)N2CCCC(=O)O)cc1OC (stereo not drawn) | 1% | -3.8%
COC(=O)C(NC(=O)C(C)Oc1ccccc1)C(C)C (stereo not drawn) | -8% | 1.0%
COC(=O)Oc1c(Br)c(=O)oc2ccccc12 | -11% | 14%
COc1ccccc1C1C=C(c2ccc(Cl)cc2)Nc2nc(N3C(=O)CCC3=O)nn21 (stereo not drawn) | -13% | 2.2%

An excerpt of these results, as tab-separated lines:
SMILES	Rat MKP-3 inhibitors	Hsp70 inhibitors
CC(=O)N(Cc1cc2c(C)cc(C)cc2[nH]c1=O)C1CCCCC1	-11%	1.0%
Cc1ccc(-c2nc3sccn3c2NC(=O)c2ccc(Cl)cc2)cc1	3%	-2.2%
O=C(C1CCN(C2CC(=O)N(Cc3ccccc3)C2=O)CC1)N1CCCCCC1 (stereo not drawn)	-7%	7.5%

Complete entries from above. Screens in order: Rat MKP-3 inhibitors, Hsp70 inhibitors
`CC(=O)N(Cc1cc2c(C)cc(C)cc2[nH]c1=O)C1CCCCC1` reads -11%, 1.0%
`CCOc1ccccc1NC(=O)COn1nnc2ccc(Cl)cc21` reads nt, 1.0%
`O=C(C1CCN(C2CC(=O)N(Cc3ccccc3)C2=O)CC1)N1CCCCCC1` (stereo not drawn) reads -7%, 7.5%
`O=C(Nc1nc(-c2ccccc2)ns1)c1cccs1` reads -8%, 1.4%
`Cc1ccc(-c2nc3sccn3c2NC(=O)c2ccc(Cl)cc2)cc1` reads 3%, -2.2%
